Screens (PubChem)
V1R ag counter: agonists of human V1a receptor, primary screen, counter-screen for OXTR agonist project, fluorescence, CHO-V1R cells; Fluo-8 calcium fluorescence, agonist mode; 0% DMSO, 100% 3 nM vasopressin; 320,000 tested, 0.25% active; activation, % at 3 µM;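 active = activation above the mean activation of all tested compounds plus 3 SD, per screening run, cut at about 20% in these data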;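 also: signal is peak over basal fluorescence ratio across a 100 second FLIPR read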
Target sequence (P37288 whole entry, looked up): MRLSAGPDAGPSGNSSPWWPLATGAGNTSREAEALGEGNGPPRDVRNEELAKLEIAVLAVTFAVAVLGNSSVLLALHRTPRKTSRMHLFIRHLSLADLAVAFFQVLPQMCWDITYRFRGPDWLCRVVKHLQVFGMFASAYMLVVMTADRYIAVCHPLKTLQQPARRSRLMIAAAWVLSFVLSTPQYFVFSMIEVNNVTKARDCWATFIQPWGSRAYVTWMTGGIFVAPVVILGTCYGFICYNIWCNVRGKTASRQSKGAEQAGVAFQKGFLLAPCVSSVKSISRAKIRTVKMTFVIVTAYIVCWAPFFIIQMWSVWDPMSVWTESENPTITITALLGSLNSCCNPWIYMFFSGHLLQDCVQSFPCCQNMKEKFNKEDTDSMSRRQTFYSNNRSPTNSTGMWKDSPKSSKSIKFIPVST
GPR7 antag: GPR7 receptor antagonists, primary screen, cell-based, fluorescence, single concentration; GPR7-expressing cells, fluorescence antagonist assay; inhibition, % at 4.4 µM; 290,000 tested, 1.1% active; in the data active = inhibition above about 16%, passing the limit was not always enough;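 also: cells stimulated with the agonist NPW; 0% = agonist with vehicle and 100% = vehicle without agonist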
Target sequence (P48145 whole entry, looked up): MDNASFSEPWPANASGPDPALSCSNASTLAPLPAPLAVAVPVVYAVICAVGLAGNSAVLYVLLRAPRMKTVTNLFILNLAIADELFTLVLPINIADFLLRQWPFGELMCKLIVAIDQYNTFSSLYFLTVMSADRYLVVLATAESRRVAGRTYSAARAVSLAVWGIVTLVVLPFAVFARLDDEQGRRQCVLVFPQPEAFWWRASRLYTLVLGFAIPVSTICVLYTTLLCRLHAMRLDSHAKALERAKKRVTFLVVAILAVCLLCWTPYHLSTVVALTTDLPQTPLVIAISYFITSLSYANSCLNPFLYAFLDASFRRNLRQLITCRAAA
FID counter: compounds displacing fluorescent DNA intercalator, primary screen, artefact control for HCV NS3 helicase inhibitor project, biochemical, FID fluorescence. DNA fluorescent intercalator displacement. inhibition, % at 7.9 µM. 290,000 tested, 0.17% active; in the data active = inhibition above about 37%;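 also: 0% = vehicle and 100% = reference compound; higher means more ethidium bromide displaced from hairpin DNA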
GalR3 antag: GalR3 antagonists in HEK293 cells, primary screen, cell-based, fluorescence readout; Galanin receptor type 3 (Homo sapiens), O60755; HEK293 GalR3-CNG cAMP membrane potential fluorescence; galR3 body fused to GalR1 C-terminus; inhibition, % at 3 µM; 360,000 tested, 0.44% active;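 active = inhibition above the screen-wide average plus 3 SD, cut at about 13% in these data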;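 also: forskolin and galanin both at EC90 stimulate the cells; cAMP rise reported by CNG channel membrane potential dye signal; 0% = forskolin plus galanin with DMSO and 100% = forskolin alone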
NS3 helicase inh: inhibitors of HCV NS3 helicase, primary screen, biochemical, Cy5 molecular beacon fluorescence. Hepatitis C virus NS3 helicase. NS3 helicase DNA unwinding. inhibition, % at 10.9 µM. 290,000 tested, 0.56% active. AID 1800, 2009;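 active = inhibition above the mean of all tested compounds plus 3 SD, set per campaign, cut at about 35% in these data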;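 also: 0% = DMSO wells and 100% = thioflavine S control wells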
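Control set: DMSO versus 110 µM thioflavine S; Material: NS3 helicase fragment of HCV; Measured by: Cy5 fluorescence at 0 and 60 min, beacon hairpin quenching; Read-out basis: percent inhibition from t60/t0 fluorescence ratio; Times: reaction time 60 min, 25 °C; Repeats: single replicate; Compound dosing: single dose, 10.9 µM nominal final, DMSO 0.8% final.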
VIM-2 inh: VIM-2 metallo-beta-lactamase inhibitors, primary screen, biochemical, epi-absorbance readout, Pseudomonas aeruginosa enzyme; 290,000 tested, 0.89% active; purified VIM-2, nitrocefin hydrolysis, epi-absorbance fluorescence; inhibition, % at 5.6 µM;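 active = inhibition above the mean of all tested compounds plus 3 SD, cutoff set per screening run, cut at about 7.5% in these data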;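 also: red hydrolysis product quenches plate fluorescence so inhibitors raise well fluorescence; 0% = enzyme with DMSO and 100% = DMSO without enzyme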
IMP-1 inhibitor: IMP-1 metallo-beta-lactamase inhibitors, primary screen, biochemical, epi-absorbance readout, Pseudomonas aeruginosa enzyme | metallo-beta-lactamase IMP-1 (Pseudomonas aeruginosa) | purified IMP-1, nitrocefin hydrolysis, epi-absorbance fluorescence | inhibition, % at 5.6 µM | 290,000 tested, 0.45% active | AID 1556, 2009;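 active = inhibition above the mean plus 3 SD of all compounds in the same screening run, cut at about 4.5% in these data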;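 also: 0% = IMP-1 with DMSO and 100% = DMSO wells lacking enzyme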
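Assay system: purified recombinant IMP-1 beta-lactamase. Input: IMP-1 0.2 nM before substrate addition. Buffer or medium: Zinc- and detergent-supplemented HEPES buffer, pH 7.1. Schedule: 25 °C, 15 min preincubation, 25 min reaction. Signal: Epi-absorbance fluorescence, 480 nm excitation, 530 nm emission. Evaluation: percent inhibition from optical density relative to buffer-blank wells.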
PHOSPHO1 block: PubChem AID 1565 | Phosphoethanolamine/phosphocholine phosphatase (Homo sapiens), Q8TCT1 | recombinant PHOSPHO1, absorbance phosphatase assay | inhibition, % at 13.3 µM | 290,000 tested, 1.1% active; in the data active = inhibition above about 60%
Target sequence (Q8TCT1 whole entry, looked up): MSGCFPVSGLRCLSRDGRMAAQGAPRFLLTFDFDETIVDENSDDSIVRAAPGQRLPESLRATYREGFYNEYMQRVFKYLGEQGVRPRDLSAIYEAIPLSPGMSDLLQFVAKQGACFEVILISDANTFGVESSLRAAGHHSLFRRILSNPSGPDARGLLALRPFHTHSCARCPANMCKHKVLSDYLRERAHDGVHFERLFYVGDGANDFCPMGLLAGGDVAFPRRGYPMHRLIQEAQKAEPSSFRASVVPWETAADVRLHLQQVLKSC
OXTR ag: human OXTR agonists, primary screen, fluorescence, CHO-OTR cells, Fluo-8 calcium; Oxytocin receptor (Homo sapiens), P30559; Fluo-8 calcium fluorescence; normalized: DMSO 0%, oxytocin 100%; activation, % at 3 µM; 320,000 tested, 0.32% active;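 active = activation above the mean of all tested compounds plus 3 SD, cutoff set per screening run, cut at about 20% in these data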;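 also: peak over basal fluorescence ratio from a 100 s FLIPR kinetic read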
The depositor's hits bear a star; . = not tested or not shown.

SMILES | V1R ag counter | GPR7 antag | FID counter | GalR3 antag | NS3 helicase inh | VIM-2 inh | IMP-1 inhibitor | PHOSPHO1 block | OXTR ag
Cc1ccc(N2C(=O)CSC23C(=O)Nc2ccccc23)cc1 (stereo unspecified) | 0.3 | -1.6 | -3.8 | -4.9 | -4.7 | -2.6 | -1.7 | -7.4 | 0.1
CC(C(N)=O)N1C(=O)C2C3C=CC(C3)C2C1=O (stereo unspecified) | 0.1 | 8.7 | 0.7 | -2.6 | 2.4 | -0.4 | -0.1 | 55.4 | 0.2
CCCNC(=O)C(=O)NCCC1=CCCCC1 | 0.5 | -2.8 | 2.7 | -1.1 | 7.6 | -1.9 | -1.4 | 21.8 | -0.7
c1cc(-c2sc(-c3ccncc3)c(-c3ccncc3)c2-c2ccncc2)ccn1 | -0.7 | -9.8 | -29.4 | -4.6 | -2.8 | 3.6 | -1.0 | 49.5 | -3.0
CC(C)CNS(=O)(=O)c1ccc(CCC(=O)NCc2ccc(Cl)cc2)cc1 | 1.1 | -6.3 | -26.1 | -5.5 | -0.3 | -1.7 | -2.8 | 29.0 | 1.3
CCOC(=O)c1sc2nc(C)cc(C)c2c1NC(=O)c1ccco1 | -0.2 | 6.5 | -8.3 | -0.9 | 0.1 | 0.2 | -3.5 | 20.8 | -0.8
Cc1cc(S(=O)(=O)NCCN2CCOCC2)ccc1Cl | 0.8 | -14.0 | -4.5 | -10.6 | -10.2 | -2.7 | -0.9 | 27.0 | 0.1
O=C(/C=C/Nc1ccc(F)c(F)c1)c1cccs1 | 0.5 | -11.3 | 4.1 | -1.3 | -5.3 | -0.3 | -0.5 | -11.4 | -1.1
O=C(NCc1cc(C(F)(F)F)cc(C(F)(F)F)c1)C1CC(c2cccc(F)c2)=NO1 (stereo unspecified) | 0.5 | . | . | 2.7 | . | . | . | 22.1 | 0.0
CCc1ccc(C(=O)CSc2n[nH]c(C)n2)cc1 | -0.1 | -4.0 | 0.4 | -4.2 | -2.4 | -2.2 | -3.8 | 101.7* | -1.5
Cc1cccc(NC(=O)COc2ccc3oc4c(c3c2)CCCC4)n1 | 0.0 | -0.7 | -26.2 | -7.8 | -4.6 | -3.8 | -2.6 | 20.4 | 1.6
CCOC(=O)CSc1n[nH]c(NC(=O)c2cccc(C)c2)n1 | -0.2 | -4.8 | -0.9 | -7.3 | 4.6 | -1.9 | -1.6 | 60.5* | -0.6
CN1CCN(C(=O)C(N)Cc2ccccc2)CC1 (stereo unspecified) | 1.5 | 6.3 | 16.4 | -5.1 | -15.5 | 1.0 | -0.7 | 62.9* | -0.8
CCOC(=O)c1c(NC(=O)CSc2nnc(-c3ccccc3C)n2C)sc(C(C)=O)c1C | 1.1 | -4.5 | -29.5 | -7.6 | 6.8 | 2.3 | -0.8 | -11.8 | -2.0
Cc1ccc(/C=C2\SC(=S)N(CCCC(=O)NNC(=O)c3ccccc3O)C2=O)cc1 | -0.2 | -8.9 | 0.1 | 3.0 | 8.1 | -2.7 | -3.0 | -1.5 | 0.2
NC(=O)C(=O)N/N=C/c1c2ccccc2cc2ccccc12 | -1.1 | 9.3 | -9.5 | -1.7 | -1.4 | 1.2 | -2.2 | 17.0 | -0.8
Cc1csc2ncnc(N3CCN(C(=S)Nc4ccc(F)cc4F)CC3)c12 | 8.8 | 3.8 | -10.6 | -5.4 | 24.5 | -3.0 | -2.6 | 3.1 | 9.5
CCCc1nc2ccccc2c(=O)n1/N=C/c1ccccc1O | -0.6 | -4.4 | -6.4 | -1.1 | -0.8 | -2.3 | -0.4 | -7.5 | -1.8
COC(=O)c1ccc(NS(=O)(=O)c2c(C)[nH]c(C)c2C(=O)N2CCCC2)cc1 | 0.5 | -9.6 | -8.3 | -6.2 | -9.8 | -1.4 | -3.5 | 6.7 | -0.1
COc1ccc(CN2CCN(C(=O)CC(C)C)CC2)cc1 | 0.3 | 0.7 | -1.2 | -3.8 | 13.0 | -0.5 | 2.4 | 20.1 | 0.1
Cn1c(N2CCCCC2)nc2c1c(=O)[nH]c(=O)n2C | -0.3 | -3.6 | 6.0 | -2.4 | 1.3 | 0.2 | -0.7 | 9.5 | -0.8
COc1ccc2c(c1)/C(=N/N1C(=O)c3ccccc3C1=O)C(=O)N2 | -0.2 | -4.0 | -2.6 | . | 5.4 | -1.4 | -1.3 | 4.1 | 0.2
Cc1ccc(C(=O)NC(=S)Nc2cccnc2Cl)cc1 | -0.2 | 7.2 | -10.7 | -9.2 | -3.3 | -1.0 | 1.8 | 4.3 | -2.3
C=CCSc1nnc(CSc2nc3sc4c(c3c(=O)[nH]2)CCCC4)n1-c1ccccc1 | . | -3.0 | -30.7 | 2.0 | 9.4 | 2.8 | -0.9 | 40.1 | .
CCOc1cccc(-c2c(C(=O)N/N=C/c3cccs3)nnn2-c2nonc2N)c1 | 23.6* | -5.5 | -2.9 | 1.3 | 6.8 | -0.3 | -0.2 | 16.9 | 18.9
(listing goes on)
SMILES | V1R ag counter | GPR7 antag | FID counter | GalR3 antag | NS3 helicase inh | VIM-2 inh | IMP-1 inhibitor | PHOSPHO1 block | OXTR ag
COc1ccc(C(=O)Nc2n[nH]c(-c3ccncc3)n2)cc1 | 0.5 | -0.6 | 0.1 | -2.0 | -2.4 | -2.9 | -3.0 | -0.7 | 0.2
CCCCCCC(=O)NN1CCN(C)CC1 | 1.6 | -10.7 | 3.3 | -4.5 | 5.9 | -3.7 | 8.0* | -5.9 | -0.3
Cc1ccc2nc(SCC(=O)NCc3cccs3)c(C#N)cc2c1 | 0.5 | -4.6 | 1.1 | -3.4 | -5.0 | -0.1 | -1.3 | 20.3 | 0.6
Cc1c(C(=O)NC2CCCCC2)oc2ccc(F)cc12 | -0.6 | 19.4 | -23.0 | -9.6 | 10.0 | -2.4 | 0.3 | 15.1 | -0.8
Cc1ccc(C(=O)N2N=C(c3cccc(NS(C)(=O)=O)c3)CC2c2cccs2)cc1 (stereo unspecified) | 4.0 | 20.4 | -29.2 | -11.0 | 11.8 | -1.0 | -1.0 | 33.0 | 1.9
O=C(c1ccc(N2CCCCCC2)c([N+](=O)[O-])c1)N1CCc2ccccc21 | -0.5 | -1.4 | 0.8 | . | 4.9 | -0.9 | -0.5 | -9.7 | -1.1
CCC(C)(C)n1nnnc1C(c1ccncc1)N1CCN(c2cccc(OC)c2)CC1 (stereo unspecified) | 0.3 | 22.4 | -22.9 | -6.4 | -0.1 | -2.0 | -2.9 | 16.5 | -0.8
COc1ccccc1N(CC(=O)NCC1CCCO1)C(=O)CNS(=O)(=O)c1ccc(C)cc1 (stereo unspecified) | 0.5 | 7.7 | -25.5 | 0.6 | 4.8 | -3.8 | -2.2 | 3.9 | 1.2
CCOc1ccc(C2N(c3ccc(F)cc3)C(=O)C3CCCN32)cc1OC (stereo unspecified) | 0.3 | -16.0 | -2.9 | 1.0 | -0.5 | -3.1 | 3.1 | -1.3 | -0.5
COc1ccc(C(C)(C)C)cc1NC(=O)COC(=O)c1ncc(Cl)c(Cl)c1Cl | 10.1 | -1.1 | -13.6 | 1.2 | -15.0 | -0.6 | 0.0 | -14.5 | 7.9
CCC(C)(C)n1nnnc1C(c1ccc(OC)c(OC)c1)N1CCN(C(=O)c2ccco2)CC1 (stereo unspecified) | 0.4 | 2.2 | -23.9 | -8.1 | -22.8 | 0.1 | -3.3 | 4.0 | 1.1
CC(CCc1ccccc1)NC(=O)c1ccc(NC(=O)c2ccc(Cl)cc2Cl)cc1 (stereo unspecified) | 1.6 | 2.1 | -1.2 | -2.4 | -4.5 | -2.3 | -1.7 | 10.9 | 1.8
CC(C)(C)c1csc(NC(=O)c2ccc3nccnc3c2)n1 | -1.0 | -16.1 | -8.8 | -2.4 | 3.8 | -2.7 | -1.7 | 8.3 | -2.4
COc1ccccc1Oc1nc2c(c(=O)n(Cc3ccccc3F)c(=O)n2C)n1C | -0.2 | 1.5 | -2.7 | -2.4 | 0.0 | 0.7 | 0.3 | 35.7 | 0.5
COc1cccc(/C(C)=N/NC(=O)c2ccc(N(C)C)cc2)c1 | -0.7 | 3.2 | -4.9 | -4.3 | -0.3 | -2.5 | -3.2 | 17.3 | -0.8
O=[N+]([O-])c1ccccc1-c1nc(-c2ccc(Br)o2)no1 | -0.8 | -5.3 | 11.2 | -3.3 | -2.1 | -2.3 | -4.0 | -15.4 | -3.1
CCOC(=O)c1cc(C#N)c(N2CCN(c3ccccn3)CC2)nc1-c1ccccc1 | 0.9 | -9.4 | -22.4 | 2.2 | -2.2 | -1.6 | -0.5 | 29.2 | -0.2
O=C(c1ccccc1)N(Cc1ccc2c(c1)OCO2)Cc1nc2ccccc2c(=O)[nH]1 | -0.9 | -6.7 | -16.9 | -2.4 | -5.4 | -1.9 | -2.0 | -12.0 | -2.1
O=C(COc1ncnc2ccccc12)Nc1ccc(S(=O)(=O)N2CCOCC2)cc1 | 0.8 | -7.0 | 1.1 | -5.7 | -2.8 | -2.8 | -2.2 | 11.6 | 0.7
CCOC(=O)C1CCN(C(=O)CN(C)S(=O)(=O)c2cc(C)ccc2OC)CC1 | 0.3 | -9.9 | -18.4 | -4.2 | -3.2 | -4.5 | -3.7 | 16.1 | 0.5
Cn1nc(C(F)(F)F)cc1-c1ccc(S(N)(=O)=O)s1 | 5.1 | -3.0 | -1.1 | -3.0 | -15.7 | 0.2 | -1.2 | -12.7 | 1.7
CCOC(=O)c1c(/N=C/c2cc(OC)cc([N+](=O)[O-])c2O)sc(C)c1C | -1.3 | -6.8 | -3.1 | -8.2 | 9.8 | -2.6 | 1.2 | -8.6 | -1.8
CC(C)(C)NC(=O)Cn1nnc(-c2ccccc2NC(=O)c2cnccn2)n1 | 0.5 | -6.9 | -3.5 | -4.2 | -1.1 | -3.5 | -1.9 | 42.0 | 0.6
COc1ccc(C)cc1Nc1nc(-c2c[nH]c3ccccc23)cs1 | -0.7 | -6.1 | 8.2 | -2.8 | -14.4 | -2.3 | -1.0 | -14.7 | -0.1
